Assay outcomes: PubChem BioAssay, National Center for Advancing Translational Sciences (NCATS)
hERG WT inh: qHTS for Inhibitors of KCHN2 3.1: Wildtype qHTS; Voltage-gated inwardly rectifying potassium channel KCNH2 (Homo sapiens), Q12809; U2OS, BacMam KCNH2, thallium flux FluxOr; stronger effect = lower value; activity change, % at 1.84 µM; 340,000 tested, 0.37% active;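 active = maximum activity change below -70%; inconclusive = maximum activity change between -70% and -50%; inactive = maximum activity change above -50%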; also: % is scaled to controls: 0 for no effect and ±100 for the full control effect
Target sequence (Q12809 whole entry, looked up): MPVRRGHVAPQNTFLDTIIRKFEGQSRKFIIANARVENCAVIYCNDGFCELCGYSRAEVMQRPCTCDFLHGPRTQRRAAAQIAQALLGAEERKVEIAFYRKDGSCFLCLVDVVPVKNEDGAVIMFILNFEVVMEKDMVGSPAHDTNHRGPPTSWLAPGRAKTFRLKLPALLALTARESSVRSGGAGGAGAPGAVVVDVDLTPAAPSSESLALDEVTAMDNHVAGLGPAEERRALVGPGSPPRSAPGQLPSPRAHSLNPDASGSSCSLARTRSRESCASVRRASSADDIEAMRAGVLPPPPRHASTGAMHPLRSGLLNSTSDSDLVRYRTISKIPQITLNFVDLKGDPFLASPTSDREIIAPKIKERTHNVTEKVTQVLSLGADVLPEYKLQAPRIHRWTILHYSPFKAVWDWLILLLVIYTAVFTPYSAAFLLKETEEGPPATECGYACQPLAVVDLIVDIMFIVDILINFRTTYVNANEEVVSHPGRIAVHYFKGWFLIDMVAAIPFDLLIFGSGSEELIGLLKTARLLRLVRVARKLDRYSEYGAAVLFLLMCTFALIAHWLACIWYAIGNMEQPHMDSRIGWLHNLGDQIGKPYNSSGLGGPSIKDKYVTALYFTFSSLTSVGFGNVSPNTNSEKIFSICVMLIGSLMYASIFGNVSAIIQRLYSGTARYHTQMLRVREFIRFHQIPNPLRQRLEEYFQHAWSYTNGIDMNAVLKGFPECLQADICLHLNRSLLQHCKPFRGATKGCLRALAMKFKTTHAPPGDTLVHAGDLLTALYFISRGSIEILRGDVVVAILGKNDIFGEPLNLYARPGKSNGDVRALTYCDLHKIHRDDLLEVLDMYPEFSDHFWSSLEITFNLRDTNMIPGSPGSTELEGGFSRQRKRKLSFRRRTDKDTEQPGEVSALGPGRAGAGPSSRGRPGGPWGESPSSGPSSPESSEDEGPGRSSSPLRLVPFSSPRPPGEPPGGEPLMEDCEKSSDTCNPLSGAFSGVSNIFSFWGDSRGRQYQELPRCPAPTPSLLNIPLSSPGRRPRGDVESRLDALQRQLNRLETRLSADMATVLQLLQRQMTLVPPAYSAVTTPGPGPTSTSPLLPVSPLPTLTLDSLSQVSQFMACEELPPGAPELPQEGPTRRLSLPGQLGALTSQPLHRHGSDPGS
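U2OS cells were transduced with wild-type KCNH2 virus (2.03 x 10^8 / mL) for 4 h at room temperature, then cultured overnight at 37 C. Thallium flux was read with FluxOr dye. Rate constants were normalized to DMSO controls.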
Giardia killer: Small Molecules that selectively kill Giardia lamblia: qHTS; activity change, % at 7.66 µM, hits read low; 340,000 tested, 0.15% active; AID 540267, 2011; Giardia lamblia trophozoite viability; in the data active = activity change below about -80%; inconclusive = between about -30% and that limit;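 also: parasites exposed to compound for two days anaerobically before the ATP read; % is scaled to controls: 0 for no effect and ±100 for the full control effect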
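Trophozoites 100 cells/well + cpd; 48 hrs, 37 deg C, anaerobic. ATPLite 1-Step added, 15-30 min RT, luminescence read (ATP-based viability).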
PKM2 activator: qHTS Assay for Activators of Human Muscle isoform 2 Pyruvate Kinase; purified PKM2, Kinase-Glo ATP luminescence, activation; response scale: 0% is enzyme alone, no compound; Potency, µM (top dose mostly 57.5 µM), for inactives: at the highest dose activation, usual class: activators; 260,000 tested, 0.34% active; also: potency is read from the fitted curve at half-maximal effect; % is scaled to controls: 0 for no effect and ±100 for the full control effect; nearly all actives have a fitted effect of over 55% in size
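hPK-M2, >95% pure; 0.1 mM ADP / 0.5 mM PEP final; imidazole pH7.2 buffer w/ 7 mM MgCl2, 50 mM KCl; 1 h RT; Kinase-Glo lum. Intermediate enzyme activity for dual inhibitor/activator qHTS.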
GALK inh: qHTS Assay for Inhibitors of Human Galactokinase (GALK). 270,000 tested, 0.007% active. Potency, µM (highest dose often 57.5 µM), for the others: top-dose activity change, negative = inhibition, usual class: inhibitors. Purified GALK, Kinase-Glo residual ATP luminescence; also: potency is read from the fitted curve at half-maximal effect; % is scaled to controls: 0 for no effect and ±100 for the full control effect
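The enzyme phosphorylates galactose (100 uM) using ATP (35 uM); inhibition is detected as higher residual ATP, quantified by bioluminescence after 1 h reaction at room temperature, pH 8.0.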
FBPA coupling cs: qHTS Assay for Inhibitors of Fructose-1,6-bisphosphate Aldolase from Giardia Lamblia: Coupling assay counterscreen | coupling enzyme system counterscreen, AmpLite Red fluorescence | activity change, negative = inhibition, % at 58.2 µM, hits read low | 290,000 tested, 0.67% active | AID 2472, 2010; in the data active = activity change below about -30%; also: % is scaled to controls: 0 for no effect and ±100 for the full control effect
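Final compound at 57.5 uM, incubated 10 min at RT with coupling enzyme reagent (glyceraldehyde-3-phosphate), then 20 min with substrate and AmpLite Red detection. Fluorescence read at 525/598 nm; tests interference with the coupling assay, not aldolase inhibition.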
TRPV1 ag: HTS Assay for Compounds that Act as Agonists of the Vanilloid Receptor 1 | activation, % at 8.33 µM | Transient receptor potential cation channel subfamily V member 1 (Homo sapiens), Q8NER1 | TRPV1-expressing cells, Fluo-8 calcium influx, agonist mode | 320,000 tested, 0.19% active | AID 540275, 2011; in the data active = activation above about 80%; inconclusive = between about 30% and that limit; also: 0% is about no effect
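Cells expressing TRPV1 were dye-loaded with Fluo-8 and read kinetically: 10 s baseline, 3 min after compound (agonist portion), then 2 min after EC20 capsaicin (allosteric enhancer portion). Calcium-bound dye fluorescence at 480/520 nm.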
Menin-MLL TR inh: qHTS Assay for Inhibitors Targeting the Menin-MLL Interaction in MLL Related Leukemias: Competition With Texas Red Labeled MLL-derived Mutant Peptide | Menin + Texas Red MLL mutant peptide, fluorescence polarization | Potency, µM (series often up to 61.6 µM), inactives show at the top dose FP activity change, negative = inhibition, most hits filed as inhibitors | 270,000 tested, 0.23% active | AID 1768, 2009; active = well fitted inhibition curve with a large enough effect in the polarisation, with a control signal flat, not every such curve was filed as active; inconclusive = small, poorly fitted or top-dose-only effect, or effect the other way, or a change in a side signal; inactive = no such curve, though single readings can be large or run the other way; the % refers to the polarisation; also: potency is read from the fitted curve at half-maximal effect; % of control where 0% means no effect; many of its hits are not listed in these tables
USP2a block: qHTS Assay for Inhibitors of Ubiquitin-specific Protease USP2a Using CHOP2 as the Reporter | Ubiquitin carboxyl-terminal hydrolase 2 (Homo sapiens), O75604 | USP2 core, Ub-CHOP2 coupled fluorogenic reporter, 485/531 | Potency, µM (highest dose often 38.3 µM), for the others: at the top dose activity change, negative = inhibition, most hits filed as inhibitors | 330,000 tested, 0.01% active | AID 463254, 2010;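 also: potency is read from the fitted curve at half-maximal effect; plate controls were DMSO wells for no effect and full inhibition by NEM control for full effect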
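Cell-free coupled assay: 10nM USP2 core preincubated 30min RT with compound in Tris-HCl pH 8.0/CaCl2/CHAPS buffer, then 25nM Ub-CHOP2 and 25nM reporter substrate; fluorescence (Ex 485/Em 531) read after 60min RT, normalized to NEM inhibition, concentration-response curves fitted.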
MLL CXXC-DNA inh: qHTS Fluorescence Polarization Assay for Inhibitors of MLL CXXC domain - DNA interaction. Histone-lysine N-methyltransferase 2A (Homo sapiens), Q03164. MLL-CXXC / FITC-HOXA9 DNA fluorescence polarization. Potency, µM (highest dose often 115 µM), for the others: at the top dose activity change, negative = inhibition, most hits filed as inhibitors. 290,000 tested, 0.037% active. AID 2662, 2010; active = well fitted inhibition curve with a large enough effect in the polarisation, with a control signal flat, not every such curve was filed as active; inconclusive = small, poorly fitted or top-dose-only effect, or effect the other way, or a change in a side signal; inactive = no such curve, though single readings can be large or run the other way; the % refers to the polarisation; also: potency is read from the fitted curve at half-maximal effect
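Fluorescence polarization: 7 uM MLL-CXXC (stock) preincubated 5 min with compounds, then 50 nM fluorescein-HOX-A9 DNA (stock) added; 30 min ambient. Buffer 50 mM Tris-HCl pH 7.5, 50 mM NaCl, 1 mM DTT, 0.05% BSA.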
KCNH2 3.1 inh: qHTS for Inhibitors of KCHN2 3.1: Mutant qHTS. activity change, % (tested at about 1.8 µM). U2OS KCNH2 3.1, thallium flux FluxOr; stronger effect = lower value. 340,000 tested, 0.95% active;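 active = maximum activity change below -70%; inconclusive = maximum activity change from -70% to -50%; inactive = maximum activity change above -50%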;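 also: thallium influx rate constant from kinetic fluorescence after stimulation buffer; % is scaled to controls: 0 for no effect and ±100 for the full control effect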
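Thallium flux via FluxOr fluorescence (Red40 quencher, 45 min loading) in U2OS cells virally expressing the KCNH2 3.1 isoform (1.77 x 10^8 /mL virus, overnight at 37 C). Rate constants from 2-min kinetic reads post-stimulation, normalised to positive and negative controls.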
B2AR arrestin: qHTS assay of beta-arrestin-biased ligands of beta2-adrenergic receptor | AID 492947, 2010 | 330,000 tested, 0.02% active | Beta-2 adrenergic receptor (Homo sapiens), P07550 | Potency, µM (top dose mostly 46.1 µM), without a hit: at the highest dose activation, most hits filed as activators | beta-arrestin recruitment to beta2AR, cell-based reporter;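 also: potency is read from the fitted curve at half-maximal effect; 0% = DMSO controls and full agonism = EC100 isoproterenol or metaproterenol; nearly all actives have a fitted effect of over 65% in size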
Numbers without * were called inactive; ? = inconclusive; · = no result given; [ ] = remark or other dose. Unless noted, calls follow the shape of the dose curve; as a rule, active = well fitted curve in the direction sought with a large enough effect; inconclusive = small, poorly fitted or top-dose-only effect, or another doubt; inactive = no such curve, though single readings can be large; an effect the other way counts as inactive or inconclusive. Only part of the results is shown; count on the stated rates, not on these rows.

Every second line gives: FBPA coupling cs, B2AR arrestin, MLL CXXC-DNA inh, hERG WT inh, Giardia killer, TRPV1 ag, GALK inh, USP2a block, KCNH2 3.1 inh, Menin-MLL TR inh, PKM2 activator
Cc1cc(=O)n2nc(N3CCCC(C(=O)NC4CCCCC4C)C3)sc2n1 (stereo not given)
  1, 0.2%, 6%, 7, -1, -2, 0%, 1%, 9, 4%, 0%
CCOc1ccc(NC(=O)n2ncc3c(C)cccc32)cc1
  0, 0.5%, -1%, 1, 1, ?, ·, 0%, 1, -23%, ·
COCCCNS(=O)(=O)c1ccc(C)cc1
  1, -1.2%, -1%, 14, 19, 1, 11%, -2%, 24, 16%, -3%
O=[N+]([O-])c1ccc(N2CCN(Cc3ccccc3)CC2)c(S(=O)(=O)N2CCOCC2)c1
  1, -0.8%, 6%, -43, 9, 5, -2%, 0%, -73*, -7%, 10%
COc1ccc(CN2C(=O)CS/C2=N/N=C/c2ccccc2)cc1
  -1, 0.1%, -2%, 9, 33[activator], 2, -2%, 4%, -22, ·, -1%
Cc1ccc(-n2ncc3c2CC(C)(C)CC3NC(=O)C2CCOCC2)cc1 (stereo not given)
  ·, -0.4%, 11%, 9, 10, 8, -2%, 1%, -2, ·, 0%
COc1ccccc1-n1c(SCC(=O)O)nc2c(sc(=S)n2-c2ccc(C)c(C)c2)c1=O
  -13, -0.2%, 21%, 3, 5, 0, ·, -1%, -13, ?, ·
CCCCOC(=O)CSc1nc2c(c(=O)[nH]c(=O)n2C)n1C/C=C(\C)Cl
  3, 0.0%, -4%, 24, 1, 0, 3%, 2%, 18, 4%, -22%
c1ccc(C[C@H]2CN=C(Nc3ccccc3)N2CC2CCCCC2)cc1
  ·, -0.3%, ·, 42, 0, ·, ·, 1%, -38, ·, ·
Cc1nn(Cc2c(Cl)cccc2Cl)c(Cl)c1/C=N/NC(=O)c1cccnc1
  1, -1.3%, -9%, 4, -16, 25, -3%, 4%, -2, -15%, 0%
COc1ccccc1Oc1ccnc2cc(Cl)ccc12
  -6, -0.2%, 4%, -2, -7, 10, -3%, 0%, -17, 0%, -7%
CCCC(=O)C1=C(N2CCCC2)CC(C)(C)C(C(=O)OC)C1=O (stereo not given)
  -4, -0.7%, -2%, 2, 5, 0, 2%, -1%, 6, ·, -14%
CCC(Oc1ccc(C)cc1)C(=O)Nc1ccc(S(=O)(=O)Nc2nccs2)cc1 (stereo not given)
  2, 0.4%, -13%, -20, -6, -2, 5%, 0%, -13, ?, 10%
COc1ccc(C(=O)N/C(=C\c2cccc3ccccc23)C(=O)N2CCN(C)CC2)cc1
  ·, -0.3%, ·, 24, 5, -5, ·, 0%, -46, ·, ·
O=C(NCc1ccco1)c1ccc(CS(=O)(=O)Cc2ccc(F)cc2)o1
  0, -0.2%, -4%, 5, 6, 20, -2%, -1%, 17, 6%, 1%
O=C(c1cnn2c(C(F)(F)F)cc(-c3ccc4c(c3)OCO4)nc12)N1CCCCC1
  3, -0.6%, -1%, 0, 5, 5, 13%, 1%, -2, -1%, -1%
O=[N+]([O-])c1ccc(NCCCO)c(S(=O)(=O)N2CCOCC2)c1
  -2, 0.1%, 4%, ?, 6, 15, -1%, -4%, -27, 0%, 7%
Cc1ccc2nc(NC(=O)CSCC(=O)OCC(=O)c3ccccc3)sc2c1
  -1, -0.7%, -2%, -8, -9, 0, -3%, -1%, -3, 0%, 7%
Cc1ccc(C)c(NC(=S)N(C)C)c1
  3, -0.4%, 9%, 4, -3, ·, 0%, -1%, 14, ·, 2%
S=C(NCCC(c1ccccc1)c1ccccc1)Nc1ccc(Cl)cc1
  0, 1.1%, -5%, 6, -12, ?, -2%, -7%, 4, ?, -1%
Cn1c(=N)c(S(=O)(=O)c2ccc(F)cc2)cc2c(=O)n3ccccc3nc21
  3, -0.1%, -18%, -4, 7, -2, 0%, 4%, -5, 13%, -3%
COc1ccc(-c2noc(CCCC(=O)NC3CCCC3)n2)cc1
  0, -0.3%, 7%, 0, -23, 3, 2%, -1%, -6, ·, ·
CCN(CCCNC(=O)CC(C(=O)N1CCc2ccccc21)n1ccnc1)c1ccccc1 (stereo not given)
  -2, 0.5%, -5%, -28, 6, 1, 0%, -6%, 2, ?, -1%
Cc1noc(C)c1CSCC(=O)N(C)CC(=O)Nc1cccc(F)c1
  ·, -0.4%, 4%, 15, 1, 0, 3%, 2%, 4, ·, -3%
CC(=O)N1CCN(Cc2nc3cc(NC(=O)c4cccs4)ccc3n2C)CC1
  2, -0.2%, 3%, -12, -8, 0, -1%, -1%, 4, -15%, ·
CCc1ccc(-c2nc(CSCC(=O)NC3CC3)c(C)o2)cc1
  1, 0.4%, -3%, 1, -17, ?, 4%, 6%, 12, 1%, ·
O=[N+]([O-])c1cccc2ccc(/C=C/c3ccc(Cl)cc3)nc12
  2, -0.9%, 32%[activator], -11, 5, -2, 2%, -5%, 1, ?, -18%
O=C(O)CC1(CC(=O)Nc2ccc(Cl)cc2C(=O)c2ccccc2)CCCC1
  7, -0.2%, -13%, 27, -15, -1, 1%, -1%, -3, ·, 0%
CSC1=NCCN1CCOc1ccccc1
  0, 0.0%, 12%, 11, 15, -2, 0%, 5%, 6, -20%, 0%
COc1ccccc1NC(=O)COc1coc(CN2CCN(c3ccccc3)CC2)cc1=O
  ·, 0.0%, ·, 1, 4, -5, ·, 2%, 0, ·, ·
CSc1n[nH]c(N)c1S(=O)(=O)c1ccc(Cl)cc1
  -4, -0.1%, 8%, -3, 1, 22, -2%, 4%, 2, ?, ·
CCOC(=O)/C=C/c1cnn(-c2ccccc2)c1
  5, -1.6%, 0%, -2, -3, -2, 1%, 0%, 13, -28%, 10%
N=c1n(Cc2ccccc2)c2ccccc2n1CC(O)c1ccccc1 (stereo not given)
  1, -0.4%, 2%, 26, -6, 1, 4%, -1%, -41, 4%, 0%
CC(=O)Nc1ccc(/C=C(\C#N)C(N)=O)cc1
  -6, 2.3%, -5%, -9, 20, -4, -1%, 0%, 3, ·, 8%
Cn1c(NC(=O)C2CC2)cc(=O)n(C)c1=O
  0, -3.8%, -1%, -4, 4, -1, 3%, -5%, 9, 7%, -10%
Cc1c(Cl)cnc(NC(=O)COC(=O)c2cccc(S(=O)(=O)N3c4ccccc4CC3C)c2)c1Cl (stereo not given)
  -3, -2.2%, -5%, -29, -7, 2, -1%, -6%, -43, -5%, -7%
CCCC(=O)N1CCN(c2ccc(NC(=O)c3sc4ccccc4c3Cl)cc2)CC1
  1, 0.6%, 0%, 6, 11, ·, 0%, -1%, -15, ·, -1%
O=C(NCCc1ccccc1)c1ncn[nH]1
  1, -0.6%, -4%, -1, 0, 1, 0%, 0%, 13, -15%, -11%
Cc1ccc(NC(=O)C2CCN(S(=O)(=O)c3cccc(C(F)(F)F)c3)CC2)nc1
  ·, -0.1%, ·, 3, -11, -1, ·, 2%, 0, ·, ·
Cc1ccc(C(=O)Nc2ccc3c(c2)CCC3)cc1
  -10, -0.2%, -2%, 0, -24, ?, 4%, 3%, -10, 13%, -15%

Sorted by formula weight (descending): some entries from above.
Every second line gives: FBPA coupling cs, B2AR arrestin, MLL CXXC-DNA inh, hERG WT inh, Giardia killer, TRPV1 ag, GALK inh, USP2a block, KCNH2 3.1 inh, Menin-MLL TR inh, PKM2 activator
N=c1n(Cc2ccccc2)c2ccccc2n1CC(O)c1ccccc1 (stereo not given)
  1, -0.4%, 2%, 26, -6, 1, 4%, -1%, -41, 4%, 0%
CCc1ccc(-c2nc(CSCC(=O)NC3CC3)c(C)o2)cc1
  1, 0.4%, -3%, 1, -17, ?, 4%, 6%, 12, 1%, ·
COc1ccc(-c2noc(CCCC(=O)NC3CCCC3)n2)cc1
  0, -0.3%, 7%, 0, -23, 3, 2%, -1%, -6, ·, ·
